Bioassay records deposited in PubChem BioAssay by several laboratories.
Salmonella PhoP GFP: inhibitors of PhoP regulon expression, primary screen, Salmonella Typhimurium, GFP reporter (AID 1863). S. Typhimurium PhoP-regulated promoter GFP reporter, 4 h; higher % means a stronger effect. inhibition, % at 50 µM, or IC50 in µM where a hit was titrated. 300,000 compounds, 0.16% hits;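 active = inhibition over 29.93%, a cutoff 3 SD above the screen mean, later confirmed by dose response; inconclusive = inhibition over 29.93% but no dose response follow-up; inactive = inhibition at most 29.93% or unconfirmed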;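 note: 0% = low Mg2+ inducing control and 100% = high Mg2+ repressing control; strong numbers were not always called active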
T cell HTS: modulators of CD8 T cell-vesicle binding, primary screen, mouse 2C CD8+ T cells, flow cytometry; calls only at 7 µM; 2C CD8+ T cell-vesicle binding; stronger effect = lower value; AID 2052, 2009; 330,000 compounds, 0.068% hits;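 active = response, share of CD8 T cells binding vesicles, and their 90th percentile fluorescence all below set limits, cut at about 80% in these data, passing the limit was not always enough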
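System: murine 2C transgenic CD8+ T lymphocytes; also added: QL9-loaded Drosophila micro-vesicles; times: binding 1.5 h at 37 °C; measured by: flow cytometry, PE anti-B7-1 (FL2) versus Alexa647 anti-CD8 (FL8), PFA-fixed; control set: Peptide-free naked vesicles (low) and QL9 vesicles with 0.7% DMSO vehicle (high)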
Rac1 GTP hydrolysis: MgcRacGAP GTPase-activating activity inhibitors, confirmation, biochemical, ADP Hunter fluorescence. AID 624330, 2012. one-dose inhibition, % at 30 µM; IC50 in µM for titrated hits. 340,000 compounds, 0.6% hits. Rac GTPase-activating protein 1 (Homo sapiens). MgcRacGAP-stimulated Rac1 GTP hydrolysis, ADP Hunter fluorescence; higher % means a stronger effect; GST-tagged Rac1 F28L mutant substrate;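 active = first-screen hits whose inhibition reached a set limit at any dose in the follow-up dose series; inconclusive = inhibition above the set first-screen limit but never retested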;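 note: fluorescence reports GDP produced by GAP-driven GTP hydrolysis; strong numbers were not always called active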
Large T inhibition: SV40 large T antigen inhibitors, biochemical (AID 1903); 310,000 compounds, 0.39% hits; SV40 large T antigen ATPase/helicase inhibition assay; higher % means a stronger effect; inhibition, % at 20 µM, or IC50 in µM where a hit was titrated; in the data active = a potency from the dose series; inconclusive = inhibition mostly from about 32% at the one dose, without a potency; inactive = the rest, 99 in 100 with inhibition below about 32%; note: strong numbers were not always called active
RSV CPE inhibition: RSV antiviral activity via CPE protection, HEp-2 cells, primary 10 µM value included (AID 2391). one-dose CPE inhibition, % at 10 µM; IC50 in µM for titrated hits. 310,000 compounds, 0.13% hits. HEp-2 cells, RSV-induced CPE inhibition; higher % means a stronger effect; in the data active = a potency from the dose series; inconclusive = CPE inhibition mostly from about 23% at the one dose, without a potency; inactive = the rest, 99 in 100 with CPE inhibition below about 21%; note: strong numbers were not always called active
NTR1 ag: agonists of NTR1, primary screen, imaging, U2OS cells, beta-arrestin-GFP, high content (AID 493036) | Neurotensin receptor type 1 (Homo sapiens), P30989 | NTR1-U2OS beta-arrestin-GFP spot imaging, agonist mode | activation, % at 20 µM | 330,000 compounds, 0.17% hits;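 active = activation at or above 40% of the spot to cytoplasm intensity ratio, with at least 20 cells analyzed; inconclusive = wells under 20 cells, flagged as cytotoxic or low count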;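 note: 0% = DMSO without peptide and 100% = 100 nM NTR1 peptide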
Target sequence (P30989 whole entry, looked up): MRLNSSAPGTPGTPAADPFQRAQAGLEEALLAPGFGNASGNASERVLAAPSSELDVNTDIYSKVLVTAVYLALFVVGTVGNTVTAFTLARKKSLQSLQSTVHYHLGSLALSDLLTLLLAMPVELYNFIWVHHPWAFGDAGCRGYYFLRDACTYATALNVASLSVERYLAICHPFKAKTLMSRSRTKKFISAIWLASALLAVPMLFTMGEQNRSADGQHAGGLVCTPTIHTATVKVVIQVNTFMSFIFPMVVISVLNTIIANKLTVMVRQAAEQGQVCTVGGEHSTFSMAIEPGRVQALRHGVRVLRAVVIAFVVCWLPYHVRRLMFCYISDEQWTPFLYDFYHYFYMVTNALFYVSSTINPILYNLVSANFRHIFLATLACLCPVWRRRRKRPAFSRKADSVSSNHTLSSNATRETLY
K1F lysis inhibition: inhibition of K1F phage lysis, E. coli UTI89, bacterial capsule biogenesis inhibitors, alamar blue (AID 488966) | 340,000 compounds, 0.02% hits | inhibition, % at 100 µM; hits with a dose series show IC50 in µM | E. coli UTI89 K1F phage lysis, alamar blue, 2 h; higher % means a stronger effect;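 active = phage lysis inhibition, versus mean bacterial control, above a set limit; inconclusive = no clear call, values can overlap the other calls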;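 note: capsule biogenesis inhibitors block K1F phage lysis so surviving cells raise fluorescence; higher fluorescence means more inhibition of phage lysis; actives were called in the ten point dose series up to 300 µM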
TNAP activators: human TNAP enzyme activators, primary screen, biochemical, luminescent, no phosphate acceptor, uHTS (AID 1001) | purified TNAP, luminescent activation assay, no phosphate acceptor; higher activation fold means a stronger effect | Alkaline phosphatase, tissue-nonspecific isozyme (Homo sapiens) | one-dose activation fold at 20 µM; EC50 in µM for titrated hits | 200,000 compounds, 0.03% hits; in the data active = activation fold from about 3, or a potency from the dose series; inactive = the rest, 99 in 100 with activation fold below about 1.6; note: many of its hits are not listed in these tables
Myeloid diff 2: induction of myeloid progenitor differentiation, primary screen, cell-based, flow cytometry, MLPCN library. ER-HoxA9 myeloid progenitors, lysozyme-GFP differentiation. calls only at 10 µM. 360,000 compounds, 1% hits;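 active = normalized GFP-positive differentiation at or above the plate's own cutoff, the solvent-only control mean plus 3 SD; inconclusive = no clear call, values can overlap the other calls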;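 note: cells exposed to compound for four days before flow analysis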
T cell HTS vesicle-bound %: further read-out of T cell HTS, marked with its call; double positive events, %; measured here: CD8+ vesicle-bound cell fraction;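 binding gate set so that unloaded-vesicle control wells show 10% double positive cells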
NTR1 ag cell count 20 µM: second read-out of NTR1 ag, no call of its own (marks repeat the call); cell count; measured here: cell count, cytotoxicity flag
Myeloid diff 2 GFP+ MAC1+ %: also measured in Myeloid diff 2; calls as there; GFP+ MAC1+ double positive, %; measured here: differentiation confirmed by MAC1 staining
* hit, by the source's call; i = inactive; ? = inconclusive; / = no result given; + = active, no number; [ ] = remark or other dose.

SMILES	Salmonella PhoP GFP	T cell HTS	T cell HTS vesicle-bound %	Rac1 GTP hydrolysis	Large T inhibition	RSV CPE inhibition	NTR1 ag	NTR1 ag cell count 20 µM	K1F lysis inhibition	TNAP activators	Myeloid diff 2	Myeloid diff 2 GFP+ MAC1+ %
CCN(CC(=O)Nc1c(F)cccc1F)C(=O)CCc1nc2sc3c(c2c(=O)[nH]1)CCCC3	1%	i	11	7%	12%	-2.1%	0.5	67	0.6%[50 µM]	/	i	1.2
CCOC(=O)/C(C#N)=C/c1cn(CCC(=O)O)nc1-c1cccc(Cl)c1	-1%	i	29	6%	7%	2.6%	1.1	33	-0.8%	1	i	1.0
CCOC(=O)[C@@H]1[C@H]2COc3ccc(Br)cc3[C@@H]2N2C(=O)N(c3cccc(F)c3)C(=O)[C@@]12C	/	i	36	6%	4%	-1.1%	-0.5	83	2.8%	/	i	2.1
COC(=O)c1cc2c(s1)-c1ccc(OC)cc1CC2	-6%	i	49	-10%	10%	7.6%	0.3	42	-2.5%	/	i	0.1
CCCCNC(=O)NNC(=O)C1CC1(c1ccccc1)c1ccccc1 (centres undefined)	-5%	i	30	4%	12%	0.9%	0.6	86	0.0%	/	i	1.4
CCN(CC(=O)NCc1ccc(Cl)cc1)C(=O)CNS(=O)(=O)c1ccc(NC(C)=O)cc1	-1%	i	64	2%	-1%	0.2%	-0.1	49	-0.2%	/	i	1.9
CCOc1cc(/C=N/NC(=O)c2cc(C)n(-c3ccc(F)cc3)c2C)ccc1O	-2%	i	56	16%	28%	0.4%	3.0	67	1.6%[50 µM]	/	i	0.5
CC(C)CCN1CCN=C1Nc1ccccc1	-3%	i	20	6%	1%	1.4%	-0.3	81	0.4%	/	i	1.1
CC(=O)Nc1ccc(N(C(=O)c2cnccn2)C(C(=O)NC2CCCCC2)c2ccc(O)cc2)cc1 (centres undefined)	-2%	i	29	5%	-4%	-0.2%	-0.7	57	2.0%	1.1	i	1.4
O=C(Nc1cccc2ccccc12)N1N=CCC1c1ccccc1 (centres undefined)	3%	i	49	/	8%	/	0.6	48	/	/	i	0.8
O=C(c1cnn(C(=O)c2ccccc2)c1)c1ccccc1O	10%	i	43	14%	1%	2.9%	0.3	33	-11%	0.8	i	0.2
Cc1ccc(/C=C/c2nc3sc(C(=O)O)c(C)c3c(=O)[nH]2)cc1[N+](=O)[O-]	5%	i	42	12%	20%	4.1%	1.1	49	0.2%	/	i	2.8
COc1ccc(CCNS(=O)(=O)c2ccc3c(c2)NC(=O)CO3)cc1OC	10%	i	15	1%	5%	0.1%	0.3	37	0.2%	/	?	/
O=C(Nc1ccccc1)c1cc(-n2cnnc2)ccc1Cl	25%	i	1	7%	0%	0.2%	2.9	77	1.3%	1.1	i	8.1
Cc1ccc(C(=O)C2C(=O)c3ccccc3C2=O)cc1	-8%	/	/	0%	2%	1.8%	1.0	43	0.8%	1.1	i	11
CC(NCc1ccc(F)cc1)C(=O)NC1CCCCC1 (centres undefined)	-2%	i	55	20%	5%	1.1%	-1.0	51	-2.6%	1	i	0.4
CN(c1ccccc1)S(=O)(=O)c1ccc(NC(=S)NC(=O)C2CC2)cc1	0%	i	44	4%	2%	?	7.9	53	3.5%	1.1	i	0.9
Cc1cccc(Nc2c(-c3ccc(O)cc3)nc3ncccn23)c1	-4%	i	42	32µM*	31%	1.0%	0.5	34	0.5%	1.1	i	0.1
COc1ccccc1NC(=O)c1ccc(NC(=O)COC(=O)c2ccc(O)cc2)cc1	/	i	56	3%	/	1.5%	0.8	77	0.6%[50 µM]	/	i	1.7
O=C(O)CCCNC(=O)Nc1ccccc1	3%	/	/	9%	5%	1.0%	-0.3	64	0.7%	1.1	i	0.3
Cc1nc2cc(C(=O)O)ccc2n1C1CCCCC1	-6%	i	38	4%	-2%	1.9%	2.5	63	0.3%	1.1	i	4.5
Cc1c(Cl)cccc1NC(=S)N1CCc2ccccc2C1	-5%	i	56	-12%	0%	1.0%	-0.8	79	0.0%	1.1	i	0.2
COc1ccc(OCC(=O)O/N=C(\N)c2ccc(OC)cc2)cc1	-13%	i	22	-1%	6%	17%	2.8	52	-0.1%	/	i	0.6
COc1cc(CNC(C)(C)CO)cc(Br)c1OCc1ccc(Cl)cc1Cl	-6%	i	43	10%	4%	?	7.7	42	-0.2%	0.9	?	/
O=C(CNS(=O)(=O)c1ccc(F)cc1)N1CCN(c2ccc(F)cc2)CC1	6%	i	6	9%	4%	-1.0%	-0.3	52	0.3%	1	i	1.3

Next entries
SMILES	Salmonella PhoP GFP	T cell HTS	T cell HTS vesicle-bound %	Rac1 GTP hydrolysis	Large T inhibition	RSV CPE inhibition	NTR1 ag	NTR1 ag cell count 20 µM	K1F lysis inhibition	TNAP activators	Myeloid diff 2	Myeloid diff 2 GFP+ MAC1+ %
CC(=O)OCC(=O)Nc1c(C)cc(C)cc1C	0%	i	40	11%	-2%	-1.0%	1.0	105	0.1%	1.1	i	0.9
CNc1nc2c(-c3ccc(Cl)cc3)nnn2c2ccccc12	11%	i	10	15%	-3%	0.2%	4.0	108	0.0%	/	i	1.0
O=C(CNC(=O)c1ccc(F)cc1)c1ccccc1	-5%	i	18	3%	3%	4.0%	-0.6	53	0.5%	/	i	1.0
NS(=O)(=O)c1ccc(NC(=O)Nc2ccc(S(N)(=O)=O)cc2)cc1	-6%	i	59	/	11%	3.8%	0.1	56	/	/	i	0.7
Cc1cc(C)c2c(N)c3cccc(C)c3nc2n1	-22%	i	5	21%	21%	1.6%	/	/	4.0%[50 µM]	1.1	?	/
COc1cccc(NC(=O)CSc2nnc(NC(=O)c3ccco3)s2)c1	-7%	i	31	4%	9%	3.5%	0.0	100	3.3%	/	i	1.1
Cc1nn(-c2ccccc2Cl)c(Cl)c1/C=N/Nc1cccc(C(=O)O)c1	-14%	i	19	6%	2%	3.5%	0.6	51	4.6%	1	i	0.5
COc1ccc(S(=O)(=O)NCCN2CCOCC2)cc1[N+](=O)[O-]	-1%	i	26	0%	2%	1.5%	0.8	41	-0.3%	/	i	0.7
CCOC(=O)N1CCN(C(=O)CN(c2ccc(C)cc2)S(=O)(=O)c2c(C)noc2C)CC1	0%	/	/	8%	1%	2.0%	1.8	50	2.0%	1.1	i	0.8
O=C(NCc1ccccc1Cl)c1ccc(CS(=O)(=O)c2ccccc2)o1	1%	i	18	0%	13%	3.5%	2.2	64	0.0%	/	i	3.5
Cc1ccc(CNC(=O)CN(C(=O)C2(C)CC(=O)N=C3C=CC=CN32)c2ccccc2)cc1 (centres undefined)	7%	i	25	7%	0%	0.8%	0.7	57	-0.1%	/	i	4.7
Cc1cccc2nc3c(nc12)CCCC3	4%	i	27	0%	5%	2.2%	1.4	52	-0.2%	/	i	0.4
Cc1cc(=O)[nH]c(SCC(=O)c2ccc(F)c(C)c2)n1	-9%	i	65	4%	6%	1.1%	1.4	46	-1.2%	/	i	0.3
O=C(c1c(F)c(F)c(F)c(F)c1F)N1CCN(c2cccc(C(F)(F)F)c2)CC1	1%	i	19	9%	7%	2.1%	-1.5	82	0.3%	1	i	1.5
O=C(NCc1ccco1)C1CCC(N2C(=O)c3ccccc3C2=O)CC1 (centres undefined)	13%	i	66	1%	12%	0.6%	1.3	43	-0.1%	1.2	i	7.0
COc1ccc(N2CCN(c3oc(-c4ccccc4OC)nc3C#N)CC2)cc1	-2%	i	8	16%	11%	5.6%	8.1	47	1.2%	0.7	i	1.7
O=C(CSc1nnnn1-c1cccc(F)c1)Nc1nc2ccccc2s1	4%	i	22	-3%	15%	1.0%	-0.4	57	-1.1%	1	i	2.7
CC(c1ccccc1)n1c(-c2ccc(C(C)(C)C)cc2)n[nH]c1=S (centres undefined)	16%	i	64	0%	5%	20%	1.9	62	0.5%	/	i	0.1
ClCC1NCC(c2ccccc2Cl)c2c1[nH]c1ccccc21 (centres undefined)	3%	i	38	-2%	16%	22%	-0.1	42	-1.6%	1.1	+	1.4*
c1ccc(OCc2noc(CN3CC[C@@H]4CCCC[C@H]4C3)n2)cc1	-5%	i	45	0%	8%	2.0%	0.5	58	-0.1%	1.1	i	0.3
CCC(N=c1cc(-c2ccc(OC)cc2)oc2ccc(C)cc12)C(=O)O (centres undefined)	-16%	i	45	10%	4%	1.3%	3.4	56	1.3%[50 µM]	1.1	i	0.3
CCN(/C(N)=N/c1nc(C)cc(C)n1)c1ccccc1	-5%	i	44	5%	-5%	-2.0%	0.7	56	0.1%	/	i	0.6
CC(C)(C)c1ccc(C(=O)NCCNC(=O)c2ccco2)cc1	2%	i	18	4%	0%	0.0%	-0.7	40	-0.2%	/	i	0.4
COc1ccc(NC(=O)CN2c3cccc4cccc(c34)S2(=O)=O)cc1	2%	i	10	8%	12%	0.6%	-0.2	45	-0.5%	1	i	1.8
COCc1cnc(C)nc1N	2%	i	59	1%	12%	-1.8%	-0.6	56	0.2%	1	i	0.4
O=C(COC(=O)c1ccccc1OCc1ccc(Cl)cc1)NCC1CCCO1 (centres undefined)	/	i	40	4%	/	/	-0.5	68	-0.9%	/	i	0.9
Cc1nnc(Sc2nc3c(c(=O)[nH]c(=O)n3C)n2CCc2ccccc2)s1	-2%	i	20	10%	5%	1.2%	-2.7	60	3.7%	/	?	/
COc1ccc(CC(=O)Nc2ccc(NC(=O)c3ccc(Br)cc3)cc2)cc1OC	-8%	i	19	1%	-2%	-0.1%	-0.4	60	-2.4%	/	i	0.8
O=C(CSc1ccc2nnc(CCNC(=O)c3ccccc3)n2n1)NCc1ccc(F)cc1	-1%	i	18	-2%	3%	1.0%	-0.2	65	1.4%[50 µM]	/	i	1.3
CCC(Cc1ccccc1)NC(=O)C1CC1 (centres undefined)	9%	i	30	9%	5%	-0.4%	-0.5	68	1.1%	/	i	0.8
